From PubChem BioAssay
NR2E3 ag-1 – human photoreceptor-specific nuclear receptor agonism | Q9Y5X4 | CHO-S Gal4-NCOR/VP16-NR2E3 two-hybrid, luciferase | inhibition of corepressor binding, % at 3.98 µM | actives 0.35% (n = 360,000) | AID 602229;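 active = inhibition above the mean of all tested compounds plus 3 SD, cut at about 70% in these data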;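 also: 0% = DMSO with NR2E3 transfected cells and 100% = cells lacking NR2E3 construct; higher means lower luciferase signal from less NR2E3 corepressor binding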
Target sequence (Q9Y5X4 whole entry, looked up, the tested form may be a part): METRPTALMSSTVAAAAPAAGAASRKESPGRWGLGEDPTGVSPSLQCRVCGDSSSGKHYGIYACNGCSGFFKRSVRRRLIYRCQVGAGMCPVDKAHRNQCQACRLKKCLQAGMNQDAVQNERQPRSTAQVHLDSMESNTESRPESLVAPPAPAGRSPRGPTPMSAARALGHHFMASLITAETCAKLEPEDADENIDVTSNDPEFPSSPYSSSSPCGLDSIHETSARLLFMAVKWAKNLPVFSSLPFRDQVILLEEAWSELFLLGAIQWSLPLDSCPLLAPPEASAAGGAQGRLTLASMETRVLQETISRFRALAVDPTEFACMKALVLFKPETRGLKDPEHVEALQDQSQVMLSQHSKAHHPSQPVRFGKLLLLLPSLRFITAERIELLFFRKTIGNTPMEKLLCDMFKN
KKLEB cytotox – reduces viability of KKLEB cystic fibrosis airway cells. KKLEB CF airway cells viability, ATPlite luminescence, overnight; active compounds read low; cells stimulated with P. aeruginosa culture filtrate. actives 0.36% (n = 360,000). activity change (cytotoxicity), % at 5 µM;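 active = corrected activity change at or below -50% at 5 µM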
Shn3 inh set2 – reduces Shn3 3'UTR luciferase signal in osteoblasts; actives 0.52% (n = 360,000); Clone20 osteoblast Shn3 3'UTR firefly luciferase, 24 h; inhibition, % at 12.5 µM;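 active = mean inhibition of at least 75% with every replicate also reaching 75%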;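 also: 0% = median of neutral control wells and 100% = pilot-screen positive control compound; some compounds past the cut are filed as inactive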
MITF TRPM1 inh – inhibitors of MITF-driven TRPM1 promoter in melanoma cells; actives 0.83% (n = 330,000); SK-MEL-5 TRPM1 promoter luciferase, 24 h; inhibition, % at 12.5 µM;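 active = mean inhibition across replicates of 60% or more, whatever share of single replicates reaches that level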; also: values of inactives mirror those of a sister screen read the other way
HIF-2a inh – HIF-2a inhibition. 786-0 RCC cells HIF-2a reporter, luciferase luminescence, overnight. actives 0.72% (n = 360,000). inhibition, % at 18.8 µM;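 active = inhibition of the luminescence signal of 40% or more relative to plate controls, in a single-dose primary screen at 18.75 µM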
C8 TRAIL sens – caspase-8 TRAIL sensitization | NB7+C8 cells + TRAIL, ATPlite viability luminescence | inhibition (viability loss, TRAIL sensitization), % at 10 µM | actives 1% (n = 360,000) | AID 624354;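 active = compounds causing at least 50% loss of cell viability in the single-dose screen, relative to plate controls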
LMP1 NFkB inh – inhibitors of Epstein-Barr LMP1-induced NF-kappaB reporter | LMP1-induced NF-kappaB luciferase reporter cells, luminescence | actives 0.69% (n = 350,000) | AID 504558 | inhibition, % at 12.5 µM; in the data active = inhibition above about 41%;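 also: 0% = neutral control wells and 100% = reference inhibitor control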
Peg3 promoter – reduces Peg3 promoter-driven luciferase expression in HeLa; actives 1.7% (n = 360,000); AID 588405; HeLa PEG-Prom luciferase reporter, luminescence, overnight; inhibition, % at 20 µM;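 active = inhibition of at least 50% at 20 µM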
NR2E3 ag-2 – activates human photoreceptor nuclear receptor NR2E3 | inhibition of corepressor binding, % at 4.78 µM | Q9Y5X4 | AID 2300 | actives 0.12% (n = 320,000) | GST-NR2E3/biotin-RetCOR TR-FRET, 1536-well;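 active = percent inhibition above the cutoff of mean plus 3 SD of all tested compounds, set per screening campaign, cut at about 20% in these data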;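 also: 0% = DMSO wells and 100% = biotin wells as full block of FRET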
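Format: 1536-well format; test system: GST-NR2E3 and biotin-RetCOR proteins; read-out basis: percent inhibition of TR-FRET ratio; timing: 5 h incubation at 4 °C; detection: time-resolved FRET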
hiPSC survival – hiPSC single-cell survival enhancement; ATPlite luminescence; 100% = ROCK inhibitor wells, 0% = DMSO; survival enhancement, % at 20 µM; actives 0.044% (n = 360,000); AID 602274; in the data active = survival enhancement above about 18%;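 also: cells exposed to compounds for 16 hours before the ATP read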
CF NFkB block – blocks PAF-induced NF-kB reporter in cystic fibrosis cells | KKLEB NF-kB-GFP reporter, GFP fluorescence overnight | inhibition, % at 5 µM | actives 0.86% (n = 360,000);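 active = at least 50% inhibition at 5 µM, scaled per plate between neutral and stimulator controls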;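 also: PAF is a Pseudomonas aeruginosa culture filtrate used as stimulus; plate controls were PAF-stimulated DMSO wells for no effect and unstimulated DMSO wells for full effect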
Starred values were filed as active, the others as inactive; nt = no result given.

compound	NR2E3 ag-1	KKLEB cytotox	Shn3 inh set2	MITF TRPM1 inh	HIF-2a inh	C8 TRAIL sens	LMP1 NFkB inh	Peg3 promoter	NR2E3 ag-2	hiPSC survival	CF NFkB block
O=S(=O)(NCCc1ccc(Cl)cc1)c1cccs1	-30	9	-5	1	-14	7	-5	-8	-1	0.4	-24
CCOC(=O)C1CCN(C(=O)c2cc(S(=O)(=O)N(C)C)ccc2N2CCCC2)CC1	-24	8	0	1	18	-7	2	-4	-2	2.1	-27
Cc1ccc[n+](CC(=O)Nc2ccc(C)c(C)c2)c1	-31	0	5	14	18	10	3	6	-1	-0.6	-5
O=C(Cn1nc(-c2ccccc2)c2ccccc2c1=O)Nc1ccc2c(c1)nc1n2CCOC1	-18	-5	4	-5	-54	-2	-10	-45	-3	4.4	-11
CCN(CC)S(=O)(=O)c1ccc(/C=C/C(=O)OCC(=O)c2c(N)n(C)c(=O)n(C)c2=O)cc1	-8	0	-2	3	16	-4	0	4	-2	0.2	-5
O=C(Nc1ccc2c(c1)OCO2)c1cccc2c1C(=O)N(C1CCCCC1)C2	4	2	-3	-4	7	0	-5	8	-1	2.2	-1
CCOC(=O)CSc1n[nH]c(=O)n1CCc1ccccc1	-10	-4	6	-6	9	-11	0	-4	2	-0.1	-26
CCCNS(=O)(=O)c1cccc(C(=O)NC2CCCc3ccccc32)c1 (stereo not given)	0	2	6	5	15	-20	2	12	4	2.0	4
CCOC(=O)C1=C[C@@H](C2CCCCC2)N(S(=O)(=O)c2ccc([N+](=O)[O-])cc2)[C@H]1c1ccccc1	74*	-12	62	nt	0	-9	nt	12	nt	-0.5	13
O=C(OCc1ccccc1F)c1cnc(Cl)c(Cl)c1	-17	13	15	-4	-3	9	-2	17	3	-0.1	-13
CC(=O)N1CCC(C(=O)N2CCN(S(=O)(=O)c3ccc(F)cc3)CC2)CC1	-20	3	0	-9	13	-7	-6	-2	-4	-0.3	8
O=C(NN=C1CCCCCC1)c1cc2ccccc2cc1O	-32	0	-19	-3	-4	8	-2	-37	2	-0.3	-20
CN(Cc1nc2ccccc2[nH]1)Cc1nc(CC2CC2)no1	-18	-3	-31	-14	-44	9	8	-16	-2	0.1	-9
COc1cc(C(=S)N2CCOCC2)ccc1OC(=O)c1cccc(C)c1	18	-27	11	1	2	2	8	-29	0	2.0	18
O=C(NC1CC1)C1=C[C@H](c2ccccc2)C[C@H](OCc2ccc(CO)cc2)O1	-6	0	-6	5	5	3	3	2	0	-0.6	-14
O=c1[nH]c2ccccc2c(O)c1-c1ccccc1	9	6	-3	6	9	-4	5	0	3	0.3	-20
COc1cccc(OCCOc2ccc(/C=C3\C(=N)N4N=C(S(C)(=O)=O)SC4=NC3=O)cc2OC)c1	-38	-6	13	-6	14	-23	-1	-66	nt	-0.2	12
O=C1CCC(C(=O)N2CCCC(C(=O)c3ccc4ccccc4c3)C2)=NN1 (stereo not given)	-9	14	-14	6	8	7	-3	12	3	1.0	-5
CCNC(=O)C1(C)CCN(C(=O)c2ccc(C#N)cc2)C1 (stereo not given)	5	9	0	nt	5	6	nt	-9	nt	10	-15
Cc1ccc(-c2nnnn2C2C/C(=N\NC(N)=S)C3OCC2O3)cc1 (stereo not given)	-21	-1	-17	-9	-17	-10	4	-12	-1	-0.5	3
COCCn1cnc2c1c(=O)n(Cc1ccccc1C#N)c(=O)n2Cc1ccccc1	-27	-5	-10	-5	8	-4	-4	12	2	0.1	8
O=C(Nc1ccc(Nc2ccccc2)cc1)c1cc([N+](=O)[O-])ccc1Cl	-6	-1	6	-1	-29	-1	-30	3	0	0.2	2
Cc1cccc(NC(=O)c2cccc(C(=O)Nc3cccc(C)n3)c2)n1	-20	5	-21	7	7	-16	-1	6	0	-0.6	0
CC1CN(C(=O)CCC(=O)NCCCN2C(C)CCCC2C)c2ccccc2O1 (stereo not given)	-25	2	-3	nt	4	4	3	-1	4	-3.7	-8
O=C(NCCC1=CCCCC1)C1COc2ccccc2O1 (stereo not given)	-35	5	-42	-31	-130	-12	-8	-78	-1	-0.8	3
CCc1ccc(NC(=O)Nn2cnnc2)cc1	-5	1	-16	-19	-9	-13	-1	-2	-1	-0.6	-56
Cc1ccc(C)c2[nH]c(=O)c(CN(Cc3ccco3)C(=O)Nc3ccccc3)cc12	-7	4	17	0	16	-4	4	28	4	0.3	0
CC1(C(=O)NS(=O)(=O)c2ccccc2)CCN1C(=O)CC1CCCC1 (stereo not given)	0	2	-2	nt	2	-5	nt	9	nt	3.6	-16
CSc1c(-c2ccccn2)c(N)nn1C(=O)C1CC1	-22	-13	-16	-1	-18	-16	5	-14	2	0.1	27
C=CCN1C(=O)C(CC(=O)O)SC1=Nc1ccc(C(=O)O)cc1 (stereo not given)	3	-3	8	-18	7	-9	4	10	-2	-0.9	-4

The last two compounds of the part before open the next one.
compound	NR2E3 ag-1	KKLEB cytotox	Shn3 inh set2	MITF TRPM1 inh	HIF-2a inh	C8 TRAIL sens	LMP1 NFkB inh	Peg3 promoter	NR2E3 ag-2	hiPSC survival	CF NFkB block
CSc1c(-c2ccccn2)c(N)nn1C(=O)C1CC1	-22	-13	-16	-1	-18	-16	5	-14	2	0.1	27
C=CCN1C(=O)C(CC(=O)O)SC1=Nc1ccc(C(=O)O)cc1 (stereo not given)	3	-3	8	-18	7	-9	4	10	-2	-0.9	-4
O=C1Nc2ccccc2C(=O)N2[C@H](c3cccc(Br)c3)[C@@H]3C(=O)N(Cc4ccccc4)C(=O)[C@@H]3[C@H]12	0	-7	2	15	9	-14	-6	-6	1	-2.0	5
O=C(/C=C/Nc1ccc(Cc2ccc(N/C=C/C(=O)C(F)(F)F)cc2)cc1)C(F)(F)F	-140	-6	11	-2	-27	-12	-7	-34	-5	-2.5	13
CCOC(=O)N1CCN(C(=O)CN(c2cc(C(F)(F)F)ccc2Cl)S(C)(=O)=O)CC1	0	8	6	1	12	-10	4	18	1	-1.2	-9
Cc1cc(C)n(-c2nc3ccccc3c(=O)n2OCC(=O)OCc2ccccc2)n1	3	3	72	16	-64	4	23	-32	nt	-1.9	-10
Cc1ccc(NC(=O)CSCc2cc(=O)n3ccsc3n2)c(C)c1	3	5	17	16	16	0	3	3	0	0.5	21
O=C1OC(/C=C/c2ccccc2)=NC/1=C\c1cccnc1	-17	-2	-2	-6	22	-5	-3	18	3	-1.9	-13
CC1Cc2cc(S(=O)(=O)CCC(=O)NCc3ccco3)ccc2N1C(=O)C1CC1 (stereo not given)	-6	6	-9	14	2	34	-13	13	-2	-0.5	5
COc1cc2c(cc1NC(=O)C(C)OC(=O)c1ccc(S(=O)(=O)Nc3ccccc3Cl)cc1)oc1ccccc12 (stereo not given)	-6	3	-8	15	-87	2	-7	-38	-4	-1.1	25
Cc1cccc(Sc2nc(-c3ccccc3)ccc2C#N)c1	0	-9	4	7	-6	-3	1	-4	1	-2.6	5
CC1(Oc2ccccc2)CCN(Cc2csc3ccccc23)C1 (stereo not given)	-38	2	2	nt	10	-3	nt	5	nt	-2.3	13
Cc1nn(C)cc1C(N)=O	2	10	-1	-10	10	0	4	16	5	2.4	0
C[C@]12c3[nH]c4cc(-c5ccco5)ccc4c3CCN1C(=O)[C@@H](CC(=O)NCc1cccc(C(F)(F)F)c1)C[C@@H]2C(=O)N1CCCCC1	7	-5	-2	2	0	2	12	35	nt	0.2	19
COc1cccc(C(C(=O)NC2CCCC2)N(C(=O)c2ccco2)c2ccc(C(C)=O)cc2)c1OC (stereo not given)	0	-7	-32	-3	3	10	-2	4	3	0.5	4
CC1CCc2sc(C(=O)N(C)CC(=O)Nc3ccc(N4CCOCC4)cc3)cc2C1 (stereo not given)	0	14	-5	1	-4	-3	6	12	4	-0.2	-6
Nc1nc2c(Cl)cc(Cl)cc2s1	-17	-22	13	-3	-37	-12	-4	-34	4	0.9	9
COc1ccc(S(=O)(=O)N(C)CC(=O)NCCC2=CCCCC2)cc1	13	-5	14	8	20	10	-1	10	3	-0.4	4
CC(C)NS(=O)(=O)c1ccc(Oc2ncc(C(F)(F)F)cc2Cl)cc1	4	-7	4	4	15	16	-7	9	0	0.8	15
CC(NS(=O)(=O)c1ccc(Cl)c(Cl)c1)C(=O)OCC(=O)N1CCCCCC1 (stereo not given)	-14	-4	-14	6	-5	1	6	6	1	0.4	9
CCCNC(=O)COC(=O)c1ccc(OCC(=O)Nc2ccccc2OC)c(OC)c1	-39	3	-15	-19	15	11	5	18	1	-5.9	7
CC(=O)Nc1ccc(NC(=O)C2CCN(C(=O)c3ccc([N+](=O)[O-])cc3)CC2)cc1	-7	7	4	0	-1	-1	-4	5	1	1.9	2
c1ccc(-c2csc3ncnc(NCCN4CCOCC4)c23)cc1	-6	-13	60	12	18	22	19	21	2	-0.3	33
O=C(CCSCCc1ccccn1)Nc1ccc(Cl)cn1	-13	9	-12	3	2	-10	-1	8	-1	6.3	-9
O=C(OCCN=C1NS(=O)(=O)c2ccccc21)C1CC(=O)N(c2ccc3ccccc3c2)C1 (stereo not given)	-9	3	9	-1	16	12	-7	6	0	-0.9	-17
Cc1onc(-c2ccccc2)c1C(=O)Nc1nc2c(s1)CCCC2	-5	-6	-40	-9	-103	7	4	-30	1	1.5	-3
CN1C(=O)NC(c2ccc(O)cc2)C2=C1CN(c1ccc(O)cc1)C2=O (stereo not given)	13	9	10	7	9	0	1	10	-1	-0.5	-6
COc1ccc(CN2CSC(=S)N(Cc3ccc(OC)cc3)C2)cc1	0	-5	6	7	11	3	10	11	-1	-0.4	17
CN1C(=O)c2ccc(NC(=O)CSc3ccccc3)cc2C1=O	-17	12	-17	-1	-32	-10	-2	-30	0	-0.4	-14
Cn1cc(Br)c(C(=O)NNC(=O)c2ccc(Cl)cc2)n1	-40	5	-36	-14	-147	3	1	-103	-1	-0.6	10
O=C(N/N=C/c1ccc(OC(=O)c2ccccc2Br)cc1)c1ccccn1	-107	-1	-52	-24	-137	21	-18	-153	-3	0.2	-2
COc1ccc(-n2c(SCC(=O)c3c(N)n(C)c(=O)n(C)c3=O)nc3ccccc32)cc1	8	0	-13	2	11	9	-6	-9	3	7.9	3
CN(C)S(=O)(=O)c1cccc(C(=O)N2CCN(C(=O)C3CCCO3)CC2)c1 (stereo not given)	-13	1	-19	-2	7	9	-3	10	nt	0.3	-5
O=c1c2ccccc2[nH]c(=S)n1CCCN1CCN(c2ccccc2)CC1	21	-3	14	9	0	12	-28	4	-2	-0.6	-29
CCCc1ccc(-c2ccc(C(=O)O)cc2)nc1	-116	10	-51	-12	-88	11	-12	-71	2	-0.2	-1

The list is partial, so the mix of outcomes need not match the whole.
